From PubChem BioAssay
Yeast tox – Compounds toxic to wild-type S. cerevisiae growth. growth inhibition, % at 25 µM (by protocol). A595 turbidity, 16 h. 30,000 compounds, 0.3% hits;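 active = mutant and wild-type yeast strains alike exhibit over 30% growth inhibition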;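 also: 0% = untreated cell controls and 100% = YPD media blanks without cells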
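Incubation: 16 h growth with compound, 30 °C; Material: S. cerevisiae wild-type or eIF2Bepsilon-R284H mutant strain; Signal: turbidity measured as absorbance at 595 nm; Medium: YPD yeast growth medium; Measure: growth inhibition (%) versus cell controls and blanks; Doses: 25 µM single dose.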
eIF2B yeast act – modulators of yeast eIF2B activity. S. cerevisiae eIF2B-epsilon R284H, GCN4-lacZ luminescence. inhibition, % at 25 µM (by protocol). 27,000 compounds, 0.91% hits;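 active = mutant luminescence inhibited past about 50% while wild type luminescence and mutant growth stay under set limits, limit read from the data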; also: some compounds called inactive have numbers as strong as hits
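Times: 16 h growth with compound at 30 °C, 90 min Beta-Glo step; Assay system: yeast eIF2B-epsilon R284H mutant carrying GCN4–beta-galactosidase fusion; Measure: % inhibition of reporter signal and growth versus controls; Dosing: one concentration, 25 µM, 0.25% DMSO; Buffer or medium: YPD yeast growth medium; Measured by: Beta-Glo luminescence plus absorbance at 595 nm.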
Yeast tox inhibition % – also measured in Yeast tox; calls as there; growth inhibition, %; S. cerevisiae eIF2Bepsilon-R284H mutant growth, A595 turbidity, 16 h;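 each compound tested once at 25 µM; 0% equals untreated cells and 100% equals cell-free medium blanks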
eIF2B yeast act mutant toxicity – also measured in eIF2B yeast act; calls as there; growth inhibition, %; measured here: mutant yeast growth, toxicity;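 each compound tested once at 25 µM; zero equals untreated control growth and 100 equals blank medium absorbance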
* hit, by the source's call; nt = no result given.

Keys – A = Yeast tox; B = Yeast tox inhibition %; C = eIF2B yeast act; D = eIF2B yeast act mutant toxicity
> CCCC1CCC(C2=N/C(=C\c3ccc(OC)c(OC)c3)C(=O)O2)CC1 (centres undefined)
  A: 18; B: -5; C: 14; D: -5
> COc1ccc(C(=O)c2ccc(OC)c3cccc(O)c23)cc1OC
  A: 32; B: 11; C: nt; D: nt
> N#Cc1c(N)sc2c1CCN(C(=O)OCc1ccccc1)C2
  A: -5; B: 10; C: 19; D: 10
> COc1cc(S(=O)(=O)N(Cc2cccs2)CC2CCCO2)ccc1-n1cnnn1 (centres undefined)
  A: 9; B: 17; C: -19; D: 17
> Cc1ccc(N2/C(=N/c3nc(C)cc(C)n3)NC(=O)CC2C(=O)O)cc1 (centres undefined)
  A: 20; B: 6; C: 2; D: 6
> COc1ccc(S(=O)(=O)NCCSc2ccc(Cl)cc2)cc1OC
  A: -15; B: 10; C: 5; D: 10
> Oc1ccccc1Nc1nc(NCC2CCCO2)c2ccccc2n1 (centres undefined)
  A: -2; B: -4; C: -19; D: -4
> Cc1csc2nc(CNC(=O)c3ccco3)cn12
  A: 1; B: -12; C: -16; D: -12
> Cc1cc(NCCC(C)C)n2nc(C)c(-c3ccccc3)c2n1
  A: 2; B: 0; C: 0; D: nt
> CC(=O)c1cc(-c2ccc(F)cc2)n(CC(=O)NCc2cccs2)c1C
  A: -7; B: -10; C: 3; D: -10
> CC/C(=N\O)C(C)(C)/[N+]([O-])=C/c1ccc(Br)cc1
  A: -4; B: 5; C: 9; D: 5
> Cc1ccc2nc(-c3ccc(NC(=O)c4ccco4)cc3)[nH]c2c1
  A: 4; B: -3; C: -1; D: -3
> O=C(Cc1coc2ccc3ccccc3c12)Nc1nccs1
  A: 18; B: 12; C: 24; D: 12
> Cc1ccc(N2CCCn3c2cc(C)c(C#N)c3=O)cc1C
  A: -16; B: -8; C: 35; D: -8
> CC(=O)c1ccc(NC(=O)N2CCN(c3cccc(Cl)c3)CC2)cc1
  A: 4; B: -4; C: 12; D: -4
> Cc1cc(NC(=O)CN2CCCCC2C)no1 (centres undefined)
  A: 9; B: 5; C: 2; D: 5
> Cc1ccc(C(c2nnnn2C2CCCC2)N2CCN(c3nc4ccccc4s3)CC2)cc1 (centres undefined)
  A: -40; B: -12; C: 37; D: -12
> C=C1CSc2nc(=O)c3c(C)c(C)sc3n21
  A: 11; B: -4; C: nt; D: nt
> CN(c1ccccc1C(N)=O)S(=O)(=O)c1ccccc1
  A: 4; B: 3; C: 36; D: 3
> O=C(Nc1ccc2c(c1)oc1ccccc12)C1CC1
  A: nt; B: nt; C: 31; D: nt
> COc1ccc(N(CC(=O)NCCSc2ccccn2)S(C)(=O)=O)cc1
  A: 16; B: 12; C: 16; D: 12
> O=S(=O)(c1ccc(Br)s1)N1CCN(c2ncccn2)CC1
  A: -2; B: -17; C: nt; D: nt
> Fc1ccccc1CSc1nc2ncc(Br)cc2[nH]1
  A: -11; B: -3; C: nt; D: nt
> Cc1[nH]c2ccc(-c3nnc(SCC(=O)N4CCCc5ccccc54)o3)cc2c1C
  A: -35; B: -29; C: 18; D: -29
> Fc1cccc(Cl)c1Cn1nnc(-c2ccc(N3CCOCC3)cc2)n1
  A: 3; B: -39; C: 5; D: -39
> CC(=O)OC(C(=O)NCc1ccc2c(c1)OCO2)c1ccccc1Cl (centres undefined)
  A: -9; B: -19; C: 9; D: -19
> COCCn1c(CN2CCN(c3ccc(OC)cc3)CC2)nc2c1c(=O)n(C)c(=O)n2C
  A: nt; B: nt; C: 11; D: nt
> N#Cc1c(/N=C/c2cc(Br)cs2)sc2c1CCC2
  A: 0; B: -3; C: 60*; D: nt
> O=C(O)CCC(=O)N1CCN(c2nc3ccccc3s2)CC1
  A: 8; B: 4; C: 8; D: 4
> CCCc1cc(C(N)=O)c(NC(=O)C2CCCO2)s1 (centres undefined)
  A: 11; B: -9; C: 27; D: -9
> Cc1ccc(C(C)C)c(Oc2nnnn2-c2ccccc2)c1
  A: 6; B: -17; C: nt; D: nt
> O=C(NCc1ccccn1)c1c(O)c2c([nH]c1=O)CCCC2
  A: -11; B: 0; C: 15; D: nt
> CC1CN(Cc2ccc(Cl)cc2Cl)CC(C)O1 (centres undefined)
  A: 35; B: 23; C: nt; D: nt
> CCS(=O)(=O)NCC(c1cccnc1)N1CCN(c2ccc(F)cc2)CC1 (centres undefined)
  A: nt; B: nt; C: -68; D: nt
> CC(C)(C)C(=O)Nc1ccccc1C(=O)N1CCCC1
  A: 8; B: -3; C: -3; D: -3
> C=CCc1c(C)c(C#N)c2nc3ccccc3n2c1NCCN(C)C
  A: 95*; B: 90*; C: 95; D: 90
> O=C(CSc1ncc(-c2ccc(F)cc2)n1Cc1ccco1)Nc1ccc2c(c1)OCO2
  A: -5; B: 0; C: 19; D: nt
> CC(C)CO/C(=N/S(=O)(=O)c1ccccc1)c1ccccc1
  A: -2; B: 5; C: 21; D: 5
> CCOC(=O)NC(=O)CSc1nnc(C)s1
  A: 6; B: 0; C: 20; D: nt
> Cc1ccc(-c2nc3cc(NS(=O)(=O)c4ccc(C)cc4)ccc3o2)cc1
  A: 7; B: 11; C: nt; D: nt
> CCCCn1c(-c2ccco2)nc2ccccc2c1=O
  A: 2; B: 16; C: nt; D: nt
> O=C(NCC1COc2ccccc2O1)c1cn(Cc2ccc(F)cc2)nn1 (centres undefined)
  A: -16; B: 0; C: 18; D: nt
> O=C(NCCc1c[nH]c2ccccc12)C1Cc2ccccc2CN1C(=O)c1ccco1 (centres undefined)
  A: 18; B: -5; C: 30; D: -5
> CCC(C)(C)NC(=O)CN(C(=O)CNS(=O)(=O)c1ccc(C)cc1)c1ccc2c(c1)OCCO2
  A: -1; B: -4; C: 21; D: -4
> CCn1c2ccccc2c2nnc(SCC(N)=O)nc21
  A: 12; B: 16; C: 21; D: 16
> CC(NC(=O)C(c1ccccc1)c1ccccc1)C(=O)O (centres undefined)
  A: -11; B: -35; C: 15; D: -35
> O=C(COc1ccccc1)Nc1ncccn1
  A: 21; B: 7; C: nt; D: nt
> O=C(Cc1ccccc1)NCC1COc2ccccc2O1 (centres undefined)
  A: 4; B: 4; C: 43; D: 4
> CN1C(=O)CC(NNC(=O)c2ccccc2)C1=O (centres undefined)
  A: 13; B: 7; C: nt; D: nt
> CCOc1ccccc1NC(=O)c1cc(S(=O)(=O)N2CCC3(CC2)OCCO3)ccc1F
  A: -2; B: -23; C: 15; D: -23

(next part)
Keys – A = Yeast tox; B = Yeast tox inhibition %; C = eIF2B yeast act; D = eIF2B yeast act mutant toxicity
> Cc1ccc(Cn2nc(C)c(NC(=O)C3CC3)c2C)cc1
  A: nt; B: nt; C: 6; D: nt
> Cn1c2ccc(F)cc2c2ncn(CCCN(CCO)CCO)c(=O)c21
  A: -16; B: -5; C: 12; D: -5
> CCN(CC)c1ccc(/C=c2\sc3nnc(-c4ccccc4Cl)n3c2=O)cc1
  A: 8; B: 8; C: 19; D: 8
> C=CCn1c(=O)c(C(=O)Nc2cccnc2)c(O)c2ccccc21
  A: -18; B: 25; C: -6; D: 25
> COc1ccc(NC(=O)NC2(C(=O)N3CCCCCC3)CCCCC2)cc1
  A: 11; B: 0; C: 11; D: nt
> COc1ccc(OC)c(-n2c(-c3ccccc3)n[nH]c2=S)c1
  A: 5; B: -9; C: nt; D: nt

Exported with two lines to a compound: part of the list above.
Every second line gives: Yeast tox | Yeast tox inhibition % | eIF2B yeast act | eIF2B yeast act mutant toxicity
CCOc1ccccc1NC(=O)c1cc(S(=O)(=O)N2CCC3(CC2)OCCO3)ccc1F
 : -2 | -23 | 15 | -23
Cc1ccc(Cn2nc(C)c(NC(=O)C3CC3)c2C)cc1
 : nt | nt | 6 | nt
N#Cc1c(/N=C/c2cc(Br)cs2)sc2c1CCC2
 : 0 | -3 | 60* | nt
O=C(O)CCC(=O)N1CCN(c2nc3ccccc3s2)CC1
 : 8 | 4 | 8 | 4
CC(=O)c1cc(-c2ccc(F)cc2)n(CC(=O)NCc2cccs2)c1C
 : -7 | -10 | 3 | -10

Part of the list above, reduced to eIF2B yeast act and Yeast tox.
SMILES	eIF2B yeast act	Yeast tox
C=CCn1c(=O)c(C(=O)Nc2cccnc2)c(O)c2ccccc21	-6	-18
COc1ccc(OC)c(-n2c(-c3ccccc3)n[nH]c2=S)c1	nt	5

As entered above:
In eIF2B yeast act mutant toxicity, CCOc1ccccc1NC(=O)c1cc(S(=O)(=O)N2CCC3(CC2)OCCO3)ccc1F shows -23
In Yeast tox, Cn1c2ccc(F)cc2c2ncn(CCCN(CCO)CCO)c(=O)c21 shows -16
In eIF2B yeast act, CCS(=O)(=O)NCC(c1cccnc1)N1CCN(c2ccc(F)cc2)CC1 (centres undefined) shows -68
In eIF2B yeast act mutant toxicity, Cc1csc2nc(CNC(=O)c3ccco3)cn12 shows -12
In Yeast tox, Fc1ccccc1CSc1nc2ncc(Br)cc2[nH]1 shows -11
In Yeast tox, CCCCn1c(-c2ccco2)nc2ccccc2c1=O shows 2
In eIF2B yeast act mutant toxicity, Cc1ccc(C(c2nnnn2C2CCCC2)N2CCN(c3nc4ccccc4s3)CC2)cc1 (centres undefined) shows -12

These rows are one share of the data (hit frequency here may not be typical).
